# ARFGAP1 inh – rat ARFGAP1 inhibition; Q62848; Arfgap1-stimulated ARF1 GTP hydrolysis, GDP FP detection; inhibition, % at 16.5 µM; hit rate 0.26% among 360,000; AID 651572;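 active means inhibition above a per-plate limit, mean inhibition of low control wells plus 3 SD, cut at about 25% in these data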;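 further: 0% = DMSO wells with enzyme and 100% = wells lacking Arfgap1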
#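 Assay system: purified rat His6-Arfgap1 residues 1-136 (GAP domain); Reagent: human Δ17 ARF1 bound to GTP; Dosing: 16.5 µM single point, 1.26% DMSO; Times: GTP hydrolysis reaction 2 h at 25 °C; Signal: FP, GDP Alexa 633 tracer displaced from anti-GDP antibody, 620/688 nm; Measure: % inhibition from polarization.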
# ASAP1 inh – blocks human ASAP1-stimulated Arf1 GTP hydrolysis | GDP FP detection | inhibition, % at 16.5 µM | hit rate 0.19% among 360,000 | AID 624377; in the data active means inhibition above about 25%;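 further: 0% = vehicle with enzyme and substrate and 100% = no enzyme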
# TDP2 inh – TDP2 (human) inhibition, absorbance primary screen; O95551; recombinant TDP2, T5PNP hydrolysis, p-nitrophenol absorbance 415 nm; inhibition, % at 12.8 µM; hit rate 0.34% among 370,000;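 active means inhibition above the mean of all tested compounds plus 3 SD, set per campaign, cut at about 25% in these data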;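 further: 0% = DMSO with enzyme and 100% = buffer with substrate but no TDP2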
#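 System – recombinant human TDP2 · Quantity – TDP2 enzyme at 120 nM final · Doses – single concentration, 12.8 µM nominal, with 1% DMSO · Incubation – 2 h at 37 °C · Measured by – epi absorbance of p-nitrophenol freed from T5PNP by hydrolysis · Read-out – % inhibition relative to enzyme-containing and enzyme-free wells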
# PLC-gamma1 inh – blocks human PLC-gamma1 enzyme activity | purified PLC-gamma1, fluorogenic substrate, fluorescence | hit rate 0.84% among 370,000 | inhibition, % at 12.2 µM; in the data active means inhibition above about 9.5%
# ADAM10 inh – inhibits human ADAM10; hit rate 0.62% among 370,000; recombinant ADAM10, EDANS/DABCYL FRET peptide cleavage, 3 h; inhibition, % at 7 µM; O14672;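 active means inhibition above a per-campaign cutoff equal to the mean of compounds falling between control-based bounds plus 3 SD, cut at about 20% in these data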;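 further: 0% = DMSO wells while the 100% control is not disclosed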
# Target sequence (O14672 214-748 limits assumed): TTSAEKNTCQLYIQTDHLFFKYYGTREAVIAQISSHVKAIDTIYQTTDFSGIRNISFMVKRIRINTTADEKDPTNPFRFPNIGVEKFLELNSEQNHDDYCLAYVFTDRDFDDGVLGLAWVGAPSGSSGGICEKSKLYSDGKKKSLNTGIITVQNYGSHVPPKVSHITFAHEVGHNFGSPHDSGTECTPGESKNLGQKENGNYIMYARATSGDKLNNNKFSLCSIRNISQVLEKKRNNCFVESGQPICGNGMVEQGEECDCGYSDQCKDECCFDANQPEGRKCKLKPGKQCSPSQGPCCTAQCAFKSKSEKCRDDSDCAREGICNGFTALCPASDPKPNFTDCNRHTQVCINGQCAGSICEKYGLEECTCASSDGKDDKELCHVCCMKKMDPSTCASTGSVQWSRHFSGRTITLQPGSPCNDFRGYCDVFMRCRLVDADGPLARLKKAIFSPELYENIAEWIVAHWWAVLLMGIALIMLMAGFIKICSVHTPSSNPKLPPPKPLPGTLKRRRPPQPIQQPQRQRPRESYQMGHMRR
# DDE Tn7 FP inh – disrupts Tn7 cyclic peptide binding to fibrin D-Dimer-E complex; FP displacement of FITC-Tn7 peptide from fibrin DD(E); 0% = median of compound wells per plate; P02675; hit rate 0.13% among 370,000; inhibition, % at 8.3 µM;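 active means inhibition above the mean of compounds falling within the control limits plus 3 SD of them, cut at about 14% in these data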;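 further: 0% = plate median of compound wells and 100% = 10 µM Aha-Tn7 peptide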
# Target sequence (P02675 whole entry, looked up): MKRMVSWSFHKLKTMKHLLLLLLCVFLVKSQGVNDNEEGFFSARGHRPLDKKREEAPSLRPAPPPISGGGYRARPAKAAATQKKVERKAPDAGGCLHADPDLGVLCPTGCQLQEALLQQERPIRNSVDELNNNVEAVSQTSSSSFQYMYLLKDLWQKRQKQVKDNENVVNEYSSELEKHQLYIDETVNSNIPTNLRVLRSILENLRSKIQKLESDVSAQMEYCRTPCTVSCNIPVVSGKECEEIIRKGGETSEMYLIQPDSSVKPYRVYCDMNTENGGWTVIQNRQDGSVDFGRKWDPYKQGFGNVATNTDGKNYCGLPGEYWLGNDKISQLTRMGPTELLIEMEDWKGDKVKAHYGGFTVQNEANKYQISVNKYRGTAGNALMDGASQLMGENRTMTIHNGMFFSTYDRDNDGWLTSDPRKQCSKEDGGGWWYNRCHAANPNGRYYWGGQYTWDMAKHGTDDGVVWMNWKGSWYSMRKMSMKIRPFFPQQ
#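 Assay system: human fibrin DD(E). Input: DD(E) 2 µM final. Medium: Tris buffer with calcium and detergent, pH 7.8. Compound dosing: single point at 8.3 µM. Timing: 10 min plus 3 h, room temperature. Technique: fluorescence polarization of the labelled Tn7 tracer. Read-out: percent inhibition. Replicates: singlicate testing.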
# DDE Tn6 FP inh – disrupts Tn6 cyclic peptide binding to fibrin D-Dimer-E complex. P02675. Fibrin DD(E) TRITC-Tn6 fluorescence polarization displacement. inhibition, % at 8.3 µM. hit rate 0.21% among 370,000;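 active means inhibition above a per-campaign cutoff: mean of compounds within control limits plus 3 SD, cut at about 15% in these data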;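 further: 0% = median of all compound wells on the plate and 100% = blocking peptide control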
# PLC-beta3 inh – blocks human PLC-beta3 enzyme activity; Q01970; Purified PLC-beta3, fluorogenic substrate, fluorescence; inhibition, % at 12.2 µM; hit rate 0.18% among 370,000; AID 720704; in the data active means inhibition above about 11%;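 further: 0% = median of compound wells on plate and 100% = full blocker control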
# ADAM17 inh – inhibits human ADAM17; P78536; recombinant ADAM17, EDANS/DABCYL FRET peptide cleavage; inhibition, % at 6.95 µM; hit rate 0.83% among 370,000; AID 720648;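 active means inhibition above the mean of compounds lying between control limits plus 3 SD, set per campaign, cut at about 8.5% in these data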;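 further: 0% = DMSO-only wells as the low control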
# SIAE primary – blocks human sialic acid acetylesterase; inhibition, % at 9.66 µM; SIAE FP-Rh probe binding, fluorescence polarization; Q9HAT2; hit rate 0.69% among 370,000;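 active means inhibition above a cutoff: mean of compounds within the control limits plus 3 SD of those, cut at about 17% in these data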;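 further: 0% = plate median of compound wells and 100% = probe without SIAE protein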
# * = called active by the depositor.
ARFGAP1 inh	ASAP1 inh	TDP2 inh	PLC-gamma1 inh	ADAM10 inh	DDE Tn7 FP inh	DDE Tn6 FP inh	SMILES	PLC-beta3 inh	ADAM17 inh	SIAE primary
1.0	7.8	8.7	-1.2	-1.6	-3.6	-5.2	CC(Sc1n[nH]c(N)n1)C(=O)Nc1cccc2ccccc12 (configuration not stated)	-4.8	2.9	0.5
6.4	-5.2	2.8	-0.3	-0.4	-3.3	2.4	COc1ccccc1N1CCN(C(CNS(C)(=O)=O)c2cccnc2)CC1 (configuration not stated)	2.8	-1.6	-0.6
0.7	12.2	4.9	-1.1	-4.2	1.3	-1.4	CCCCn1c(N)c(N(C(=O)CSc2nnc(C)n2-c2ccccc2)C2CCCC2)c(=O)[nH]c1=O	1.8	-4.5	1.6
-7.3	0.9	0.5	7.2	6.7	1.6	1.7	Brc1cc2c(cc1COc1ccc(-c3nn[nH]n3)cc1)OCO2	-5.1	-0.1	-4.2
-6.8	-3.5	-10.1	2.1	11.0	-0.6	4.9	O=C1COc2ccc(S(=O)(=O)CCC(=O)N3CCN(c4cccc(Cl)c4)CC3)cc2N1	-4.4	0.7	-5.0
-8.6	7.5	5.5	0.8	-0.6	-4.8	8.2	CC(C)CC(=O)NC(=S)Nc1ccc(Cl)cn1	1.6	-0.8	-4.2
2.4	7.0	1.4	-0.7	-4.2	-5.5	-7.8	COc1ccc(S(=O)(=O)CCC(=O)NCc2ccc(C)o2)cc1	-1.2	-1.1	-3.4
16.5	8.6	-1.6	2.3	-14.1	6.1	1.6	COc1ccccc1C(=O)NC(=O)COC(=O)CNC(=O)c1ccc(Cl)cc1Cl	-8.3	3.8	3.9
4.0	-1.2	-0.8	0.9	7.6	6.0	-14.3	O=C(Nc1cc(Sc2nc3ccccc3s2)cc([N+](=O)[O-])c1)c1ccccc1	0.1	4.5	-50.8
12.7	-1.9	3.7	-14.7	-9.3	-0.3	-0.1	CCn1nnnc1SCC(=O)N1N=C(c2cccs2)CC1c1cccs1 (configuration not stated)	-25.0	-5.5	1.9
6.0	9.2	-9.8	1.3	-5.4	-1.1	-1.5	CCN(CC(=O)Nc1ccc(OC)c(OC)c1)CC(=O)Nc1ccccc1C(F)(F)F	-4.5	-4.2	0.9
0.3	3.2	4.7	0.6	-1.8	-3.5	0.6	O=C1NNC(c2ccccc2)=N/C1=C\c1ccccc1	-6.3	-2.4	-4.0
5.8	5.6	-9.6	-1.7	-0.3	1.0	9.6	Cc1ccccc1NC(=O)C(=O)N/N=C/c1cccc(Br)c1	2.2	2.2	3.5
-0.6	7.8	-12.2	6.3	7.1	1.2	-3.8	CSc1n[nH]c(=O)n1-c1cccc(Cl)c1	-7.9	-2.9	-7.8
16.8	5.4	0.3	-45.4	4.4	-3.0	-2.9	CCCCSc1nc(N)c(C#N)c(-c2cccs2)c1C#N	-73.1	7.8	-25.2
-11.3	5.4	-0.5	-3.8	-2.6	-2.1	-5.3	Cc1nnc(SCc2ccc(Cl)cc2)nc1/C=C/N(C)C	-1.4	-1.8	-6.5
9.4	5.9	5.2	0.3	6.7	-5.7	10.1	O=C1c2ccccc2C(=O)N1CCCCn1c(=O)oc2ccccc21	3.9	-3.0	5.3
7.3	4.6	8.3	-1.2	-8.7	-6.1	-1.1	[N-]=[N+]=NC(c1ccccc1)C(NC(=O)c1cc(C(F)(F)F)cc(C(F)(F)F)c1)c1ccccc1 (configuration not stated)	-1.0	-4.0	-24.2
12.0	3.7	-0.9	-4.5	15.2	-0.8	9.6	COc1ccccc1CNC(=O)CCSCc1cccc(Cl)c1	-34.4	3.6	3.8
7.2	-1.9	8.0	-0.7	-4.7	-4.9	4.1	N#CCC(=O)Nc1ccc(C(=O)OCC(=O)Nc2ccccc2-c2ccccc2)cc1	-0.5	-0.9	0.4
0.4	-16.5	9.8	-8.3	-15.8	3.8	1.7	CN1c2ccccc2C(=O)/C(=C\Nc2ccc(F)cc2)S1(=O)=O	-17.9	-3.6	3.8
8.4	-9.1	2.6	0.7	4.0	-2.8	-3.3	Cc1ccc(C)c(CSc2ncccc2C(=O)O)c1	-1.4	0.8	-2.3
8.4	-11.8	-4.8	6.2	5.9	6.0	2.2	COC(=O)[C@]12CCCCC=C1N(CCc1ccc(OC)c(OC)c1)C(=O)[C@H](CC(=O)NCC13CC4CC(CC(C4)C1)C3)C2	6.8	1.5	-0.2
-5.2	4.5	-17.2	3.4	0.6	-7.7	2.0	CC1CCCCN1C(=O)C1CCN(S(=O)(=O)c2ccc(-n3cnnn3)cc2)CC1 (configuration not stated)	-0.8	1.7	3.2
12.4	-4.5	5.7	-4.2	-41.6	-0.4	0.2	O=C(Nc1nc(OCC(F)(F)F)cnc1/C=C\c1ccccc1)c1ccccc1	-5.4	-7.9	-3.3
5.6	7.0	0.9	0.7	-4.2	2.1	4.8	O=C(CSc1nncs1)NCc1ccc2c(c1)OCO2	4.0	-3.5	-1.3
3.4	4.9	-6.0	0.8	-4.0	-1.5	-3.8	CCc1noc(C)c1C(=O)Nc1cc(S(=O)(=O)N2CCOCC2)ccc1N1CCN(CC)CC1	-5.6	-2.8	5.3
13.3	9.8	-11.3	-5.1	1.9	-3.6	3.3	COc1ccccc1-c1cc(C(=O)N/N=C/c2sccc2C)c2ccccc2n1	-12.6	0.3	-18.7
3.2	-1.8	8.2	1.4	2.3	1.0	-6.6	CC(O)c1n(C)c(Cl)c[n+]1C (configuration not stated)	-1.2	-4.1	0.6
-11.2	6.7	-9.7	1.7	6.5	-4.7	-1.1	CCN(CC)C1CCN(C(=O)CCc2nnc(CCc3ccccc3)o2)C1 (configuration not stated)	-9.4	-0.8	-0.4
-2.9	13.2	9.7	-0.9	3.5	10.8	-4.3	CC(/C=N\NC(=O)c1cc(C)oc1C)=C\c1ccccc1	-1.5	-0.7	5.6
21.9	12.1	12.1	-3.2	-4.7	-10.7	-10.6	CC1(c2ccccc2)NC(=O)N(CC(=O)Nc2nnc(C3CC3)s2)C1=O (configuration not stated)	-8.5	-0.9	1.6
8.5	-14.5	-0.1	1.1	-18.6	1.7	-2.3	CC(C)(C)NC(=O)NC(=O)Cn1cc(C(F)(F)F)ccc1=O	4.3	-1.5	2.1
9.2	9.7	-2.3	-0.9	3.8	-1.8	-2.9	CCOC(=O)c1ccc(Oc2cn[nH]c2-c2ccc(OCC(=O)NN)cc2O)cc1	-7.3	2.9	-10.7
3.6	-1.3	7.1	-86.2	-116.5	8.0	-10.2	COC(=O)c1[nH]c2ccc(C)cc2c1NC(=O)CN1CCN(Cc2ccccc2)CC1	-110.5	-39.2	-0.8
-9.0	-5.5	0.2	-2.1	-4.0	6.0	2.6	CC(=O)Nc1ccc(NC(=O)CSc2nnc3ccc(-c4ccc(F)cc4)nn23)cc1	-8.0	-5.8	3.7
-0.2	-6.7	-1.9	1.9	5.7	-1.1	1.7	CCCn1c(SCC(=O)Nc2ccc(Cl)cc2)n[nH]c1=O	1.7	-1.4	-1.3
-2.6	-3.5	10.2	-0.4	3.0	6.6	1.6	CCOCC(=O)Nc1nnc(C2CCCCC2)s1	2.1	-5.2	2.1
15.9	4.6	-9.3	1.7	-7.6	-2.5	1.0	Fc1ccc(-c2nnc(CN3CCN(c4ncc(C(F)(F)F)cc4Cl)CC3)o2)cc1	1.8	-1.6	0.5
0.0	4.7	10.6	-3.2	-0.7	-0.6	-8.3	O=C(NC1CC1)C1=COCCO1	0.0	-6.6	8.7
-8.4	1.0	10.9	-1.1	-4.4	0.3	0.5	COc1nn(CC(=O)N2N=C(C(F)F)CC2(O)C(F)F)cc1[N+](=O)[O-] (configuration not stated)	1.1	-2.2	-1.4
-3.9	3.2	8.6	-6.7	-33.4	3.7	7.3	CCn1c2ccc(CC(=O)O)cc2c2cc(CC(=O)O)ccc21	-8.2	-12.4	5.6
-9.9	-7.8	7.0	1.3	-4.2	4.7	-1.3	COc1ccccc1N(CC(=O)NCc1ccccc1)C(=O)CCC(=O)Nc1nccs1	3.4	-3.0	0.5
-2.1	4.8	-8.1	-2.9	0.6	-6.2	0.6	CC(=O)Oc1ccc(C(=O)Nc2ccccc2C(=O)Nc2cccc(C(=O)O)c2)cc1	2.5	-0.3	-5.8
-4.7	-7.7	2.5	-0.8	5.3	9.1	-5.4	O=C(N/N=C\c1ccc(-c2ccc(Cl)c(Cl)c2)o1)C(=O)N1CCCC1	-1.6	-0.4	1.8
8.4	3.8	-4.9	-1.8	-4.5	-7.8	2.7	COc1cccc(-c2ncc3ccccc3c2COC(=O)c2cccs2)c1	-1.7	-1.4	-2.0
2.2	8.3	-4.4	-3.0	-2.6	4.0	6.0	CC(NC(=O)Cc1cccs1)c1ccc2c(c1)OCO2 (configuration not stated)	1.4	-5.6	2.8
-1.5	-1.9	-15.2	-0.1	9.6	7.3	-4.0	Cc1onc(-c2ccccc2)c1C(=O)N/N=C/c1cc(Br)c(Br)o1	2.7	2.2	-9.6
-3.1	17.3	-1.0	-13.0	-0.6	-4.2	-5.4	COc1cc2c(cc1NC(=O)c1ccc3c(c1)OCO3)oc1ccccc12	-13.7	-2.1	-16.8
8.2	9.3	-1.4	0.7	-6.7	-3.5	-2.9	Cc1cc(C)nc(NC(N)=NC(C)c2ccccc2)n1 (configuration not stated)	-0.2	-4.4	3.0
-9.2	-7.4	-5.2	-79.3	-77.0	1.9	-7.9	CS(=O)(=O)NN1C(=O)c2ccccc2NC1c1cccc2cccnc12 (configuration not stated)	-82.5	-27.7	2.8
6.0	9.1	19.4	0.8	2.6	5.7	-4.2	CC(=O)Nc1ccc(S(=O)(=O)NC2=NCN(c3cccc([N+](=O)[O-])c3)CN2)cc1	-3.0	-1.5	1.9
8.9	15.5	-11.1	-7.3	-12.0	-1.2	-6.3	O=C(NC1CC1)c1ccc(CSCc2cccc(F)c2)o1	-8.1	-0.1	1.5
